T cell modulator: T cell immune modulation candidate | calls only at 7 µM | 2C CD8+ T cell-vesicle binding, flow cytometry; active compounds read low | actives 0.068% (n = 330,000);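 active = response, share of CD8 T cells binding vesicles, and their 90th percentile fluorescence all below set limits, cut at about 80% in these data, passing the limit was not always enough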
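Benchmarks: naked versus QL9-loaded vesicles / Assay system: purified 2C TCR transgenic mouse naive CD8+ T cells / Technique: high-throughput flow cytometry with anti-B7-1 and anti-CD8 staining / Timing: Cell–vesicle co-incubation 1.5 h at 37 °C, staining 20 min on ice / Read-out: percent CD8+ FL2 mean versus row control / Probe or stimulus: QL9-loaded Drosophila micro-vesicles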
West Nile virus CPE: inhibition of WNV-induced cytopathic effect – cell-based, CPE readout (AID 1621); West Nile virus-infected cells, CPE inhibition; higher % means a stronger effect; one-dose CPE inhibition, % at 10 µM; IC50 in µM for titrated hits; actives 0.02% (n = 290,000); in the data active = a potency from the dose series; inconclusive = CPE inhibition mostly from about 3.7% at the one dose, without a potency; inactive = the rest, 99 in 100 with CPE inhibition below about 2.2%; note: strong numbers were not always called active
MgcRacGAP inhibition: MgcRacGAP GTPase-activating activity inhibitors, confirmation, biochemical, ADP Hunter fluorescence; MgcRacGAP-stimulated Rac1 GTP hydrolysis, ADP Hunter fluorescence; higher % means a stronger effect; GST-tagged Rac1 F28L mutant substrate; one-dose inhibition, % at 30 µM; IC50 in µM for titrated hits; actives 0.6% (n = 340,000); AID 624330;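 active = first-screen hits whose inhibition reached a set limit at any dose in the follow-up dose series; inconclusive = inhibition above the set first-screen limit but never retested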;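 note: fluorescence reports GDP produced by GAP-driven GTP hydrolysis; strong numbers were not always called active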
Salmonella PhoP GFP: inhibitors of PhoP regulon expression, primary screen, Salmonella Typhimurium, GFP reporter (AID 1863). S. Typhimurium PhoP-regulated promoter GFP reporter, 4 h; higher % means a stronger effect. actives 0.16% (n = 300,000). one-dose inhibition, % at 50 µM; IC50 in µM for titrated hits;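 active = inhibition over 29.93%, a cutoff 3 SD above the screen mean, later confirmed by dose response; inconclusive = inhibition over 29.93% but no dose response follow-up; inactive = inhibition at most 29.93% or unconfirmed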;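 note: 0% = low Mg2+ inducing control and 100% = high Mg2+ repressing control; strong numbers were not always called active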
RSV antiviral HEp-2: RSV antiviral activity via CPE protection, HEp-2 cells, primary 10 µM value included (AID 2391) | CPE inhibition, % at 10 µM; hits with a dose series show IC50 in µM | HEp-2 cells, RSV-induced CPE inhibition; higher % means a stronger effect | actives 0.13% (n = 310,000); in the data active = a potency from the dose series; inconclusive = CPE inhibition mostly from about 23% at the one dose, without a potency; inactive = the rest, 99 in 100 with CPE inhibition below about 21%; note: strong numbers were not always called active
Myeloid diff 2: myeloid differentiation induction | calls only at 10 µM | AID 624256 | actives 1% (n = 360,000) | ER-HoxA9 myeloid progenitors, lysozyme-GFP differentiation, flow cytometry;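 active = normalized GFP-positive differentiation at or above the plate's own cutoff, the solvent-only control mean plus 3 SD; inconclusive = no clear call, values can overlap the other calls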;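 note: cells exposed to compound for four days before flow analysis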
bCat nuc transl: alters nuclear translocation of beta-catenin in HeLa cells; nuclear translocation activity, % at 5 µM; immunofluorescence imaging; AID 1665; actives 0.3% (n = 190,000);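 active = nuclear translocation activity above 50% at 5 µM, with a well cell count of 50 or more; inconclusive = wells under 50 cells across six images, flagged as toxic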;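 note: per-cell ratio of nuclear to cytoplasmic median beta-catenin stain intensity; plate controls were DMSO negative control for no effect and GSK-3 inhibitor IX positive control for full effect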
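Read-out: Nuclear/cytoplasmic beta-catenin signal ratio, % activation | Assay system: Human HeLa cell line | Times: 24 h compound exposure at 37°C, 5% CO2 | Signal: Fluorescence imaging of beta-catenin antibody stain plus DAPI | Dosing: 5 µM primary, 0.02–20 µM confirmation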
WT yeast gro inh: growth inhibition of WT yeast, mitochondrial fusion screen | actives 2.1% (n = 190,000) | AID 1362 | mitochondrial fusion phenotypic screen, WT strain | inhibition, % at 10 µM; in the data active = inhibition above about 58%; tested in S. cerevisiae
Large T inhibition: TAg ATPase/helicase activity blockers – biochemical (AID 1903); inhibition, % at 20 µM, or IC50 in µM where a hit was titrated; SV40 large T antigen ATPase/helicase inhibition assay; higher % means a stronger effect; actives 0.39% (n = 310,000); in the data active = a potency from the dose series; inconclusive = inhibition mostly from about 32% at the one dose, without a potency; inactive = the rest, 99 in 100 with inhibition below about 32%; note: strong numbers were not always called active
WT yeast gro inh mutant strain: further read-out of WT yeast gro inh, marked with its call; inhibition, %; mitochondrial fusion phenotypic screen, mutant strain inhibition
bCat nuc transl cell count 5 µM: further read-out of bCat nuc transl, marked with its call; cell count; measured here: cell count, cytotoxicity flag
T cell modulator vesicle-bound %: also measured in T cell modulator; calls as there; double positive events, %; measured here: CD8+ vesicle-bound cell fraction;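 binding gate set so that unloaded-vesicle control wells show 10% double positive cells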
Myeloid diff 2 GFP+ MAC1+ %: further read-out of Myeloid diff 2, marked with its call; GFP+ MAC1+ double positive, %; measured here: differentiation confirmed by MAC1 staining
An asterisk follows results filed as active; i = inactive; u = inconclusive; x = no result given; & = joins results of further samples; ! = a repeat was not active. The order is random; overall some 3.6% were active at least once.

SMILES | T cell modulator | T cell modulator vesicle-bound % | West Nile virus CPE | MgcRacGAP inhibition | Salmonella PhoP GFP | RSV antiviral HEp-2 | Myeloid diff 2 | Myeloid diff 2 GFP+ MAC1+ % | bCat nuc transl | bCat nuc transl cell count 5 µM | WT yeast gro inh | WT yeast gro inh mutant strain | Large T inhibition
CCOC(=O)c1c(C)[nH]c(C(=O)COC(=O)C2(C)CC2(Cl)Cl)c1C (centres undefined) | i | 24.3 | 0.9% | 5.1% | 0.0% | 43.6% | i | 1.5 | x | x | -1.5 | 0.0 | -0.9%
COc1ccc(OC)c(CNC(=O)CCc2cn(C)c3ccccc23)c1 | i | 7.3 | -1.1% | 3.0% | 4.3% | 1.9% | i | 1.1 | x | x | x | x | 13.9%
CC(NCc1cccs1)c1ccccc1 (centres undefined) | i | 38.9 | 0.3% | 2.3% | -4.0% | 1.0% | i | 0.1 | 0.2 | 1473 | 5.5 | 11.3 | 10.1%
O=C(OCC(=O)N1CCCC1)c1ccc(O)cc1 | i | 30.4 | 0.3% | 8.0% | 9.6% | 0.9% | x | x | x | x | x | x | 5.7%
O=C(O)CCC(=O)NNC(=O)c1ccc([N+](=O)[O-])cc1 | i | 28.9 | 0.5% | -5.5% | -1.3% | -0.3% | i | 0.3 | -0.4 | 1349 | x | x | 24.3%
O=C(NCc1ccc(F)cc1F)c1cc(COc2c(F)cccc2F)on1 | i | 13.5 | 0.4% | 12.5% | -11.1% | 0.9% | i | 1.8 | 1.3 | 1054 | 1.2 | -5.1 | 3.6%
Cc1ccc(OCCN2C(=O)C(=O)c3cc(C)ccc32)cc1 | i | 25.4 | -0.1% | 7.9% | 3.7% | 1.7% | x | x | 0.3 | 1614 | 7.1 | -1.1 | 18.0%
O=C(Nc1ncccc1O)c1cccc(S(=O)(=O)N2CCCc3ccccc32)c1 | i | 42.0 | x | 4.5% | -0.3% | u | i | 1.1 | x | x | x | x | 33.7%
CCN1CCN(CCC(=O)Nc2cc(OC)cc(OC)c2)CC1 | i | 37.4 | -0.2% | 6.7% | 8.5% | 0.3% | i | 1.2 | x | x | x | x | -0.4%
O=C(C1CC(c2ccc(F)cc2)=NO1)N1CCc2ccccc2C1 (centres undefined) | i | 19.0 | 0.3% | 5.3% | 7.4% | 0.7% | i | 4.6 | x | x | 4.1 | -14.3 | 1.1%
Cc1cccc2c1cnn2C(=O)Nc1ccc(Br)cc1F | i | 64.4 | -0.3% | 3.8% | 6.7% | 4.4% | i | 0.0 | x | x | x | x | 4.4%
Cc1ccccc1OCc1n(CC(=O)OC2CC(C)CCC2C(C)C)c2ccccc2[n+]1C (centres undefined) | i | 38.8 | u | 9.8%&3.8% | 71µM*! | -4.5% | i | 0.2&0.8 | 12.9 | 734 | 62.3* | 21.5* | 21.0%&18.1%
CC(C)(C)OC(=O)N1CCC2(CC1)Oc1ccc(F)cc1C(=O)C21CC(c2ccccc2)=NO1 (centres undefined) | x | x | -0.8% | 7.7% | x | -0.2% | i | 0.7 | x | x | x | x | 2.4%
CN(Cc1ccccc1)S(=O)(=O)c1ccc(OCC(=O)N2CCC(C(N)=O)CC2)cc1 | i | 20.2 | 0.3% | 8.6% | -3.1% | -0.6% | i | 0.2 | 0.0 | 1368 | x | x | 5.6%
Cc1ccc(C2Nc3ccccc3C(=O)N2CCN2CCNC2=O)cc1 (centres undefined) | i | 43.9 | 0.2% | 8.4% | -5.0% | -0.3% | i | 0.7 | -0.7 | 1285 | x | x | 9.2%
CN(C)c1ccc(C(CNS(=O)(=O)c2ccc3ccccc3c2)N2CCOCC2)cc1 (centres undefined) | i | 54.6 | x | 8.2% | -6.3% | -0.8% | i | 0.7 | x | x | x | x | 8.0%
CCCCNC(=O)C1CC(=O)N(c2ccc(OC)cc2)C1c1ccc(OC)cc1 (centres undefined) | i | 47.4 | 0.1% | 5.7% | -1.1% | 0.8% | i | 1.0 | -1.7 | 1387 | -4.2 | -17.0 | -2.4%
CC1CCc2c(sc(NC(=O)c3ccc(Cn4cc([N+](=O)[O-])cn4)o3)c2C#N)C1 (centres undefined) | i | 46.7 | -0.9% | 12.4% | 5.7% | 16.9% | i | 0.3 | 2.8 | 1428 | 46.3 | 9.4 | 6.8%
CN(Cc1ccccc1)C(=O)Cc1ccccc1 | i | 52.5 | -0.3% | 2.7% | -5.7% | -0.3% | i | 1.1 | x | x | x | x | 4.1%
O=C(c1ccc([N+](=O)[O-])cc1)N1CCCC1 | i | 47.7 | 0.2% | 13.8% | -7.5% | 1.4% | i | 0.4 | -0.4 | 1310 | x | x | 6.6%
COc1cccc(C(=O)Nc2ccc(N3CCN(S(C)(=O)=O)CC3)cc2)c1 | i | 27.8 | 0.2% | 3.0% | -0.8% | 2.6% | i | 3.2 | x | x | -11.0 | 8.1 | 0.3%
COc1ccc(NC(=S)NC(NC(=O)/C=C/c2ccccc2)C(Cl)(Cl)Cl)cc1 (centres undefined) | i | 22.7 | -0.4% | -2.1% | 2.1% | 0.9% | i | 0.5 | 1.8 | 1368 | -3.8 | -8.0 | 24.8%
COC(Cn1cc(C)c(=O)[nH]c1=O)OC | i | 30.1 | 0.9% | 1.9% | -2.2% | 0.8% | i | 0.2 | -0.4 | 1105 | -6.3 | -3.4 | 1.4%
O=c1cc[nH]c2c1ccc1c(=O)cc[nH]c12 | i | 52.9 | 0.1% | 10.4% | 7.0% | -0.1% | i | 0.3 | x | x | x | x | 2.8%
Cc1oc2ccc(OC(=O)N3CCOCC3)cc2c1C(=O)OC(C)C | i | 56.1 | -0.4% | 6.6% | -4.1% | 0.7% | i | 0.4 | -5.9 | 981 | -2.8 | -15.1 | 19.6%
O=C(O)C1=CCNCC1 | i | 26.3 | 0.1% | 6.2% | -2.4% | 0.4% | i | 1.5 | x | x | x | x | 9.7%
COC(=O)C1=C(NC(=O)c2ccccc2C)CCS1 | i | 55.4 | -0.6% | 8.0% | -3.5% | -1.1% | i | 0.7 | 1.4 | 1035 | -14.4 | -11.3 | -6.3%
O=C(COC(=O)[C@@H]1CCCN1S(=O)(=O)c1ccc(Cl)cc1)NC1CC1 | i | 16.2 | -0.2% | 7.2% | 5.7% | 1.4% | i | 1.0 | x | x | x | x | 15.3%
Cc1cc(NS(=O)(=O)c2ccc(NC(=S)NC(=O)c3ccc(Cl)cc3Cl)cc2)no1 | i | 37.3 | 0.5% | 1.0% | 4.8% | 2.5% | i | 0.6 | -0.4 | 1032 | -4.3 | -14.1 | 3.0%
CCOc1ccccc1N1CCN(C(=S)Nc2ccc(S(=O)(=O)Nc3ncccn3)cc2)CC1 | i | 64.0 | -0.4% | 0.3% | -3.0% | 2.9% | i | 1.0 | x | x | x | x | 4.9%
O=C(O)c1ccccc1C(=O)NC1CCN(c2nccc(C(F)(F)F)n2)CC1 | i | 9.7 | 0.1% | 3.8% | 6.9% | 3.1% | i | 0.5 | x | x | x | x | 2.6%
O=C(NNC(=O)c1cc2cc(OC(F)(F)F)ccc2[nH]1)c1ccc(Cl)cc1 | i | 52.5 | -0.7% | x | -3.8% | 1.2% | i | 0.4 | 1.2 | 1271 | x | x | 7.4%
CCOc1ccc(C2C(C(=O)c3ccco3)=C(O)C(=O)N2Cc2cccnc2)cc1OC (centres undefined) | i | 16.5 | 0.1% | 7.7% | 0.3% | 0.9% | i | 0.8 | -0.8 | 1069 | -1.7 | 6.6 | 25.6%
Cc1cccc(C(=O)Nc2ccccc2-c2nnn(CC(=O)Nc3ccc4c(c3)OCCO4)n2)c1 | i | 33.6 | 1.1% | 6.1% | -5.0% | -1.2% | i | 2.0 | -1.0 | 1370 | -9.7 | -9.6 | 8.0%
C/C(=N\NC(=O)C(=O)Nc1cccc(Cl)c1C)c1ccncc1 | i | 33.7 | 0.0% | 10.3% | -14.0% | 1.1% | i | 0.4 | -1.3 | 568 | -9.1 | -1.8 | 4.6%
Cc1[nH]nc2nc(SCC(=O)NC3CCCCC3)n(-c3ccc(Br)cc3)c(=N)c12 | i | 5.9 | 0.5% | 1.6% | -3.3% | 6.6% | i | 2.4 | x | x | x | x | 8.2%
COc1ccc(NC(=O)CC2C(=O)N(c3ccc(F)cc3)C(=S)N2NC(=O)c2ccc(Cl)cc2)cc1 (centres undefined) | i | 30.8 | 0.2% | 0.3% | 2.0% | 1.3% | i | 0.2 | x | x | -0.7 | -16.8 | 8.8%
O=C(N/N=C/c1ccoc1)c1cccc([N+](=O)[O-])c1 | i | 9.4 | 0.1% | 6.1% | -1.9% | 0.8% | i | 5.3 | x | x | x | x | 12.2%
CC(=O)c1sc(NC(=O)COc2ccc(Cl)cc2Cl)nc1C | i | 17.1 | 0.6% | 4.7% | -7.0% | 2.5% | i | 0.6 | 2.0 | 977 | -0.7 | 3.8 | 5.2%
O=C(NC(Cc1ccccc1)C(=O)O)/C(=C/c1cccc([N+](=O)[O-])c1)NC(=O)c1cccc(Br)c1 (centres undefined) | i | 23.5 | -0.4% | 5.0% | 1.2% | -1.0% | i | 1.8 | x | x | x | x | -5.5%
CCS(=O)(=O)Nc1ccc(NC(C)=O)cc1 | i | 41.4 | 0.1% | 5.0% | -15.5% | 1.1% | i | 0.6 | -0.9 | 1076 | 23.8 | 19.4 | 26.7%
CCOC(=O)c1cc(-c2ccc(Cl)cc2)nc2c1c(C)nn2CCC#N | i | 35.8 | -0.1% | 10.9% | 2.5% | 8.2% | i | 0.5 | -1.8 | 1331 | -9.2 | 2.0 | 23.4%
